Assay outcomes (PubChem BioAssay)
mIAP inh: mouse IAP inhibition. purified mouse IAP, CDP-Star luminescence, 30 min. inhibition, % at 10 µM. actives 0.2% (n = 330,000);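 active means inhibition of at least 40% at 10 µM in the primary screen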;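 further: plate controls were DMSO with enzyme for no effect and no enzyme wells for full effect; values of inactives mirror those of a sister screen read the other way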
hIAP activ: increases human intestinal alkaline phosphatase activity | actives 0.16% (n = 330,000) | P09923 | purified human IAP, CDP-Star luminescence, 30 min; stronger effect = higher value; 1 = vehicle-only enzyme, 0 = enzyme-free background | activation factor at 10 µM;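 active means activation factor of the enzyme at least 2-fold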; further: the source names both 10 and 20 µM as test concentration; values of inactives mirror those of a sister screen read the other way
Target sequence (P09923 whole entry, looked up): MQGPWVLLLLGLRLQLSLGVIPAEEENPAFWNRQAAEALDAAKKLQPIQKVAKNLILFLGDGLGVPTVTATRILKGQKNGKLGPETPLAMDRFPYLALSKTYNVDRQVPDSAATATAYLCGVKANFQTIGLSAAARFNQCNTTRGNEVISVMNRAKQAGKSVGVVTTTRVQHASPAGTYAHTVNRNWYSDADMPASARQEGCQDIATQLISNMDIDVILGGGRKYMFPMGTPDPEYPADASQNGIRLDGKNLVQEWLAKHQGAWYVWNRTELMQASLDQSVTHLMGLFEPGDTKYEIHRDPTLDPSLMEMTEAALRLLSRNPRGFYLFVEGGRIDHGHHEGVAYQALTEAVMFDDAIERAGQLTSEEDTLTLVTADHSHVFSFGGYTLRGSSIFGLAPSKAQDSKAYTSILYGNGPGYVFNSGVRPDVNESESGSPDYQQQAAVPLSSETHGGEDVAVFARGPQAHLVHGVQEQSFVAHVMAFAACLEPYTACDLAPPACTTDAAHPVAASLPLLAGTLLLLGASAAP
MIN6 prolif: MIN6 beta-cell proliferation induction; actives 0.29% (n = 330,000); MIN6 cells proliferation, ATPlite luminescence, 48 h; cells starved in 0.2% serum; 100% = growth in 10% serum; proliferation, % at 10 µM; AID 2380;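 active means compounds whose signal lies at least 3.5 SD above the mean of all wells on their plate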;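 further: 0% = DMSO-treated cells in low-serum medium and 100% = 10% serum control; some compounds called inactive have numbers as strong as hits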
A3G deaminase: blocks human APOBEC3G single-stranded DNA deamination; Q9HC16; inhibition, % at 20 µM; recombinant A3G, ssDNA deamination FAM/TAMRA fluorescence; actives 0.28% (n = 330,000); AID 493012;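 active means inhibition of at least 40% at 20 µM, with no more than 30% in the related APOBEC3A deaminase screen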;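 further: plate controls were DMSO wells with A3G for no effect and wells lacking A3G enzyme for full effect; some compounds called inactive have numbers as strong as hits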
Target sequence (Q9HC16 whole entry, looked up): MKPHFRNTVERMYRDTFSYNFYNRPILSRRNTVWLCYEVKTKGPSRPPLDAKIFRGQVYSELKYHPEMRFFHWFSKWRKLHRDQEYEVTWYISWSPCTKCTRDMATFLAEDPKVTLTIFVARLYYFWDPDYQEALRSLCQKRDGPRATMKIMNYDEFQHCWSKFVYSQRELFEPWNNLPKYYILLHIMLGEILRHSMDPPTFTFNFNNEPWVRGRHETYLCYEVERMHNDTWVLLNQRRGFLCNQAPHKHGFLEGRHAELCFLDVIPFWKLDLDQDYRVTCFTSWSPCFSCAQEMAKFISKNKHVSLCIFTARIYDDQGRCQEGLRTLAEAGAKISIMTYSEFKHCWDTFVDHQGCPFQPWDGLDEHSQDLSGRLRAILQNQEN
SENP1 inh: blocks the human SENP1 SUMO protease catalytic domain; Q9P0U3; recombinant SENP1 catalytic domain, CyPet-SUMO1-YPet FRET cleavage; inhibition, % at 10 µM; actives 0.21% (n = 360,000);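 active means inhibition at least 30% at 10 µM, raw YFP signal under a set limit, fluorescence ratio 0.5 to 1.5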;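 further: 0% = enzyme with DMSO and 100% = no enzyme wells; some results filed as inactive read as strong as hits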
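System: Recombinant human SENP1 catalytic domain, His6-tagged | Incubation: Enzyme reaction for 50 min at room temperature, dark | Medium: Tris pH 8 with BME, BSA, NP40 and catalase | Also added: 25 nM SUMO1 FRET substrate | Compound: 10 µM single point, 0.5% DMSO | Measured by: FRET fluorescence in CFP and YFP emission channels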
NLRP3 yeast inh: inhibitors of NALP3 inflammasome in yeast | Yeast reconstituted NLRP3/ASC/caspase-1, beta-gal luminescence, 24 h | inhibition, % at 10 µM | actives 0.39% (n = 330,000) | AID 2825;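 active means inhibition of 50% or more; inactive means inhibition below 50%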;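 further: plate controls were induced DMSO wells for no effect and uninduced yeast grown without galactose for full effect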
hIAP block: blocks human intestinal alkaline phosphatase; P09923; purified IAP, CDP-Star luminescence, 30 min; inhibition, % at 10 µM; actives 0.12% (n = 330,000); AID 2544;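 active means inhibition reaching a set limit with compound at 10 µM in the primary screen, cut at about 35% in these data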;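 further: plate controls were DMSO wells with enzyme for no effect and no-enzyme buffer wells for full effect; values of inactives mirror those of a sister screen read the other way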
A3A deaminase: human APOBEC3A DNA deaminase inhibition | AID 493011 | actives 0.41% (n = 330,000) | P31941 | recombinant A3A, FAM/TAMRA ssDNA deamination fluorescence | inhibition, % at 20 µM;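 active means at least 40% inhibition at 20 µM here, with at most 30% in a related deaminase screen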;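 further: plate controls were A3A with DMSO for no effect and wells lacking A3A enzyme for full effect; some results filed as inactive read as strong as hits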
mIAP activ: increases mouse intestinal alkaline phosphatase activity; muIAP, CDP-Star luminescence, 30 min; stronger effect = higher value; 1 = vehicle-only enzyme signal, 0 = enzyme-free wells; activation factor at 10 µM; actives 0.24% (n = 330,000);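 active means activation factor of at least 2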; further: the source names both 10 and 20 µM as test concentration; values of inactives mirror those of a sister screen read the other way
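Assay system: mouse IAP enzyme; reagent: chemiluminescent substrate CDP-Star; dosing: test compounds delivered from DMSO solution; schedule: 30 min at room temperature; measured by: luminescence from enzymatic CDP-Star hydrolysis; controls: DMSO-only wells and no-enzyme negative control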
An asterisk follows results filed as active. The list is partial, so the mix of outcomes need not match the whole.

SMILES	mIAP inh	hIAP activ	MIN6 prolif	A3G deaminase	SENP1 inh	NLRP3 yeast inh	hIAP block	A3A deaminase	mIAP activ
COc1ccc2c3c1OC1C(=O)CC[C@@]4(O)[C@@H](C2)N(C)CC[C@]314 (some centres undefined)	-10	1.1	-5	-6	0	12	-10	2	1.1
CC1CN=C(Nc2cccc3ccccc23)S1 (centres undefined)	12	0.85	-1	-8	-3	8	15	-5	0.88
O=C(Nc1ccc(Cl)cc1C(=O)c1ccccc1Cl)c1ccco1	7	0.85	0	-7	0	-6	15	3	0.93
COc1ccc(-[n+]2c(-c3ccccc3)cc(-c3ccc(C)cc3)cc2-c2ccccc2)cc1	12	1	-4	-7	0	12	-1	0	0.88
COc1ccc(NC(=O)c2cn(CCC#N)nc2-c2cccc(Br)c2)cc1	1	1.1	0	-1	-3	9	-7	-4	0.99
CC(=O)N1N=C(c2cccnc2)OC1c1ccccc1Cl (centres undefined)	3	1	-1	-4	1	14	-4	-2	0.97
CCOc1cc2c(cc1OCC)-n1cccc1C(c1cccc(OCC)c1O)NC2 (centres undefined)	-2	1.1	-4	-1	1	31	-7	-2	1
CC(=O)Nc1ccc(OC(=O)N(C)C)cc1	6	1	1	-4	0	-2	-2	1	0.94
Cc1cccc(OCC(=O)N2CCN(Cc3cccnc3)CC2)c1	0	1	-1	-9	2	2	-1	-2	1
Clc1ccc(Cn2ccnc2)cn1	-2	1.1	-1	-2	1	6	-6	1	1
COc1cccc(-n2c(-c3ccoc3)nc3ccccc3c2=O)c1	-7	0.89	-2	2	0	-19	11	3	1.1
CCOc1ccc(NC(=O)c2c(C)nn(Cc3ccccc3)c2Cl)cc1	2	0.91	1	-5	4	0	9	2	0.98
Nc1ccc(Br)cc1C(=O)c1ccccc1	11	0.93	3	-6	-1	2	7	-3	0.89
c1ccc(CN2CCc3nc4ccccc4cc3C2)cc1	5	0.94	-5	-3	-23	20	6	1	0.95
O=C(N/N=C/c1c(O)n(C2CCCCC2)c(=S)[nH]c1=O)c1ccccc1O	24	1.6	-4	1	-23	26	-62	-3	0.76
CCCN1CCC2(CC1)NC(CO)(CO)CO2	1	1.1	-1	-4	-8	0	-13	1	0.99
COC(=O)C1=C(c2ccc(F)cc2OCc2ccccc2)C[C@@H]2CC[C@H]1N2C(=O)NCCN1CCOCC1	-4	0.99	1	-12	-1	8	0	-4	1
COC(=O)C1=C(c2ccc(OC)c(OC)c2)C[C@@H]2CC[C@H]1N2C(=O)N1CCc2cc(OC)c(OC)cc2C1	2	0.95	3	-8	1	10	5	1	0.98
O=C(COc1ccc2c3c(c(=O)oc2c1)CCC3)N1C[C@H]2C[C@@H](C1)c1cccc(=O)n1C2	8	0.93	0	-9	-2	8	7	-1	0.92
CCN1CCN(Cc2cc(Br)cc(OC)c2O)CC1	15	1.1	1	3	0	10	-11	5	0.85

Filtered by structure, those above containing bromine.
SMILES	mIAP inh	hIAP activ	MIN6 prolif	A3G deaminase	SENP1 inh	NLRP3 yeast inh	hIAP block	A3A deaminase	mIAP activ
COc1ccc(NC(=O)c2cn(CCC#N)nc2-c2cccc(Br)c2)cc1	1	1.1	0	-1	-3	9	-7	-4	0.99
Nc1ccc(Br)cc1C(=O)c1ccccc1	11	0.93	3	-6	-1	2	7	-3	0.89
CCN1CCN(Cc2cc(Br)cc(OC)c2O)CC1	15	1.1	1	3	0	10	-11	5	0.85

(more compounds)
SMILES	mIAP inh	hIAP activ	MIN6 prolif	A3G deaminase	SENP1 inh	NLRP3 yeast inh	hIAP block	A3A deaminase	mIAP activ
O[C@H]1C2CCC1C(N1CCCCC1)CC2 (some centres undefined)	6	1	3	-4	-1	21	-3	15	0.94
CCCCCCCCN=Cc1c(O)[nH]c(=O)[nH]c1=O	7	1.1	4	-3	1	7	-8	-3	0.93
CC1CC(C)CN(C(=O)COC(=O)c2cn(C)c3ccccc23)C1 (centres undefined)	-3	1	-5	0	1	20	-3	2	1
CCCCCCOc1ccc(CN2CCN(C)CC2)cc1	5	0.91	-6	0	1	20	9	0	0.95
CCOc1ccc(-n2c(-c3cccs3)nc3ccccc3c2=O)cc1	7	0.92	-3	-7	-2	3	8	3	0.93
CC(C)(Cl)[N+](=O)[O-]	-4	0.79	1	-7	1	-1	21	-3	1
COC(=O)C1=C(c2ccc(F)cc2F)C[C@@H]2CC[C@H]1N2C(=O)N1CCCC1	-1	0.95	-1	-9	3	-1	5	-4	1
Cn1c(O)c(C2=NNC(c3ccc(Cl)cc3)C2)c(=O)n(C)c1=O (centres undefined)	-1	1	-2	-6	3	16	-3	2	1
COC(=O)C1=C(c2cccc(OCc3ccccc3)c2)C[C@@H]2CC[C@H]1N2C(=O)NCc1ccc2[nH]ccc2c1	-30	1	-6	-11	-1	3	-2	-1	1.3
O=C(C[N+]12CCC(CC1)C(C(O)(c1ccccc1)c1ccccc1)C2)c1ccc(Br)cc1 (centres undefined)	9	0.92	-5	-4	2	3	8	-4	0.91
C=C(C)CSc1nnc([C@@H](N)Cc2ccccc2)o1	-1	0.95	-2	-6	3	23	5	-3	1
O=S(=O)(c1ccccc1)N1CCN2CCCC2C1 (centres undefined)	-7	0.9	1	-5	-1	4	10	-4	1.1
COC(=O)CC(=O)c1ccc2c(c1)OCO2	3	0.97	0	-9	4	14	3	-5	0.97
O=P1(NCCCn2cc[n+](Cc3nc4ccccc4[nH]3)c2)C=C(c2ccccc2)OC(c2ccccc2)=C1	8	1.3	-3	-3	-2	15	-29	1	0.92
CN1C(=O)N(C)C(=O)C2(Cc3cc([N+](=O)[O-])ccc3N(C)C2c2ccccc2)C1=O (centres undefined)	8	0.91	3	-3	-3	-3	9	-4	0.92
Cc1cc(O)c2c3c(c(=O)oc2c1)CCC(C)C3 (centres undefined)	-4	0.85	-4	-6	0	27	15	-5	1
O=C(c1ccc(-c2ccccc2)cc1)C1CCCN(Cc2ccn[nH]2)C1 (centres undefined)	11	1.1	-2	-5	-3	7	-9	2	0.89
CN(C)CCCN=Cc1c(O)n(CCc2ccc(F)cc2)c(=O)[nH]c1=O	-2	1.1	6	-4	-19	1	-13	0	1
COC(=O)C1=C(c2ccc(F)cc2F)C[C@@H]2CC[C@H]1N2C(=O)NCCOc1ccccc1Cl	-1	0.98	-2	-6	2	-4	2	-1	1
CCOC(=O)CC1=C(C(=O)OCC)C2(C(=O)N1)C(C(=O)OC)=C(N)Oc1ccccc12 (centres undefined)	1	0.88	0	-3	3	5	12	1	0.99
COc1ccc(C2CN(C)CC2C(=O)c2ccc(C)cc2)cc1Cl (centres undefined)	-3	0.9	-4	-12	0	14	10	-1	1
CN1CCN(c2ccccc2N)CC1	-2	0.82	-1	-1	-7	12	18	-1	1
Cc1cccc(OCC(=O)N2CCN(Cc3ccc([N+](=O)[O-])cc3)CC2)c1	8	0.92	-2	-7	1	-28	8	-1	0.93
COCc1cc(OC(=O)N(C)C)nc2c1c(C)nn2C	3	0.93	2	-8	4	15	7	-3	0.97
CC(=O)OC1C2CCC1C(N1CCCCC1)CC2 (centres undefined)	-12	0.97	-1	-3	-14	7	3	1	1.1
O=C(Cn1cc(C(=O)c2ccccc2)c2ccccc21)NCc1ccco1	2	0.9	-1	1	2	5	10	1	0.98
O=Cc1cn(Cc2c(F)cccc2Cl)nc1-c1ccccc1	6	0.86	1	-12	4	35	14	-4	0.94
CCC(C)NS(=O)(=O)c1ccc(OCC(=O)N2CCN(CC)CC2)cc1 (centres undefined)	-7	1.2	-2	-1	1	20	-17	3	1.1
COc1ccccc1CN1CCN(Cc2ccc(Cl)cc2)CC1	10	0.79	0	-2	1	26	21	-3	0.9
OC1/C(=C/c2ccc(C(F)(F)F)cc2)N2CCC1CC2 (centres undefined)	-19	0.98	0	-1	-1	10	2	2	1.2
COc1cc(/C=C/c2nc3ccccc3c(=O)n2-c2ccccc2O)ccc1O	13	1	0	-17	-22	18	-4	-11	0.87
CN1C(=O)NC(=O)/C(=C/c2ccc(C(=O)O)cc2)C1=O	11	0.9	2	-5	4	-1	10	10	0.89
CCCC1COC(Cn2cncn2)(c2ccc(Cl)cc2Cl)O1 (centres undefined)	-9	1.1	-3	-2	0	17	-10	-3	1.1
COC(=O)C1=C(c2ccc(C(C)=O)cc2)C[C@@H]2CC[C@H]1N2C(=O)NCc1ccco1	0	1.1	-3	-5	-4	-4	-12	3	1
C/C1=C\[C@@H](C)C/C=C/[C@H]2[C@@H]3O[C@]3(C)[C@@H](C)[C@H]3[C@H](Cc4c[nH]c5ccccc45)NC(=O)[C@]32C(=O)/C=C/C(=O)[C@@H]1O	5	1	-6	-2	-36	-7	-3	2	0.95
Cc1nc2cc(-c3cccc(F)c3)nn2c(C)c1CCC(=O)N1CCC2(CC1)OCCO2	1	0.82	0	-7	3	8	18	-1	0.99
CC(=C1C(=O)c2ccccc2C1=O)N1CCN(CCN=Cc2c(O)n(C)c(=O)n(C)c2=O)CC1	-5	1.1	-1	-2	-4	9	-10	2	1.1
Cc1c(C(c2ccc(F)cc2)c2c(O)c3ccccc3oc2=O)c(=O)n(-c2ccccc2)n1C (centres undefined)	4	1.1	-3	-9	2	10	-8	2	0.96
BrCCc1ccccc1	-14	1.3	-3	-8	-1	12	-29	1	1.1
CCN(CC)S(=O)(=O)c1ccc(C(=O)NC2CN3CCC2CC3)cc1 (centres undefined)	2	1.1	0	-10	1	12	-10	-4	0.98
CC(C)(C)C(=O)c1cn(Cc2ccccc2)c2ccccc12	0	1	0	-3	1	13	0	1	1
COC(=O)C1=C(c2ccccc2)C[C@@H]2CC[C@H]1N2C	-2	1	5	-3	2	15	-4	2	1
COc1ccc2c(c1OC)CN1CCc3cc4c(cc3[C@H]1C2)OCO4	5	1.1	-4	-7	12	27	-9	-2	0.95
O=C(COc1ccc(Cl)cc1)N(c1ccc(Cl)cc1)C1CN2CCC1CC2 (centres undefined)	-8	0.97	-4	-5	0	14	2	-3	1.1
Cc1ccc(NC(=O)c2snnc2C)cc1Cl	1	1.1	-2	2	2	-2	-7	0	0.99
COC(=O)C1C2c3ccccc3OC1(C)N=c1s/c(=C/c3cn(C)nc3C)c(=O)n12 (centres undefined)	4	0.92	1	-1	2	-16	8	4	0.96
CC12CN3CCN(C1)CC(C)(C3)C2=NN	-3	1.1	1	-5	4	4	-6	-1	1
COc1ccc(N2CCN(CCc3ccncc3)CC2)cc1	-5	1	-2	-9	-1	9	-4	1	1.1
COC(=O)C1=C(c2cc3ccccc3s2)C[C@@H]2CC[C@H]1N2C(=O)NCCO	7	1.1	-1	-6	1	16	-11	-4	0.93
CCCc1cc(=O)oc2cc(OCC(=O)N3CCN(Cc4ccc5c(c4)OCO5)CC3)ccc12	-3	0.72	-2	2	1	17	28	2	1
COC(=O)C1=C(c2c(C)noc2C)C[C@@H]2CC[C@H]1N2C(=O)NCCOc1ccccc1	-1	1	3	-8	-1	19	-1	0	1
O=[N+]([O-])c1cnc2ccc3ccccc3c2c1	16	0.7	0	-7	-22	-44	30	-1	0.84
